# D1 antagonist = antagonists of human D1 dopamine receptor | AID 504652 | activity change, negative = inhibition, % at 10 µM | actives 3.2% (n = 360,000) | HEK293 TREx D1 cells, calcium flux, dopamine EC80; hits give low values | P21728; in the data active means activity change below about -30%; further: on the % scale 0 is the no-effect control and ±100 the full control effect
# Target sequence (P21728 whole entry, looked up): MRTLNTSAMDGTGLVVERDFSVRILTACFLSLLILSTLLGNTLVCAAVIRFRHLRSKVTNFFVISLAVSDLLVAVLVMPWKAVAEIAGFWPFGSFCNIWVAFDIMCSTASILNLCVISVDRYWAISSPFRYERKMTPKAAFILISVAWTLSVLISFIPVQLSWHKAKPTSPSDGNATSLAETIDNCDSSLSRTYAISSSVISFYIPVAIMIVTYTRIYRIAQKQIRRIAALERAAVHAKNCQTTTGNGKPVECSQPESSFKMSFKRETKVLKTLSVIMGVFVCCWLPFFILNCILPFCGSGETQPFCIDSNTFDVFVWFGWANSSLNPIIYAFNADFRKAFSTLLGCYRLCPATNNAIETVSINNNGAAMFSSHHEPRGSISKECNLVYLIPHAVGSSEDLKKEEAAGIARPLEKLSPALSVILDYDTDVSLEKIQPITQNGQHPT
#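 Kinetic fluorescence of a calcium dye serves as the read-out. D1-expressing Hek293 Trex cells, induced overnight at 30 C, are exposed to compound for 180 s before an EC80 dopamine addition, then read 180 s further.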
# RXFP1 antagonist = blocks the human relaxin receptor RXFP1 | Q9HBX9 | HEK293-RXFP1, relaxin-stimulated cAMP HTRF, 30 min; hits give low values | activity change, negative = inhibition, % at 57.5 µM | actives 0.59% (n = 350,000) | AID 1259400;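 active means activity change of -60% or lower, but not beyond a set lower limit; inconclusive means change between -60% and -40%, or beyond the set limit; inactive means change above -40%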; further: on the % scale 0 is the no-effect control and ±100 the full control effect
# D1 PAM = human D1 dopamine receptor positive modulation. P21728. HEK293 TREx D1 cells, calcium flux, dopamine EC20 potentiation. potentiation, % at 10 µM. actives 0.036% (n = 360,000); in the data active means potentiation above about 30%; further: 0% is about no effect
# D1 ag = activates the human D1 dopamine receptor | AID 504660 | activation, % at 2 µM | actives 1% (n = 360,000) | P21728 | HEK293 T-REx D1 cells, calcium flux, agonist mode; in the data active means activation above about 30%; further: 0% is about no effect
#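 Tetracycline-induced HEK293 TREx D1 cells, force-coupled to calcium signalling, were dye-loaded with a no-wash calcium kit. Compound was pin-added after a 10 s baseline. Fluorescence was read kinetically at 1 cycle/s for 180 s, with calcium rises flagged as agonism.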
# Apoferritin bind = binds horse apoferritin like a general anesthetic; Potency, µM (series often up to 77.5 µM), without a hit: at the highest dose activity change, negative = displacement, most hits filed as inhibitors; apoferritin/1-aminoanthracene competitive binding, fluorescence; P02791; AID 485281; actives 0.074% (n = 350,000); further: potency means the concentration at half of the fitted maximal effect; on the % scale 0 is the no-effect control and ±100 the full control effect; nearly all actives have a fitted effect of over 20% in size
# Target sequence (P02791 2-175 limits assumed): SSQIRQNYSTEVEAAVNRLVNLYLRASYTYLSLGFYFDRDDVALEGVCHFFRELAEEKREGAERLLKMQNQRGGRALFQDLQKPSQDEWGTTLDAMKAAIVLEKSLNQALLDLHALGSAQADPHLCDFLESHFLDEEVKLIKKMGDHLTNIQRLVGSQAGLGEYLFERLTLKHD
#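 Read-out: endpoint 1-AMA fluorescence, excitation 380 nm and emission 535 nm, after compounds sit 10 min at room temperature with 10 uM horse-spleen apoferritin in 50% saturated 1-AMA/PBS. Values come from four-parameter Hill fits.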
# RXFP1 agonist = RXFP1 (human) receptor agonism; HEK293T-RXFP1 cAMP TR-FRET, 30 min; response scale: percent of porcine relaxin response, buffer zero; Potency, µM (doses to about 57.5 µM), for inactives: top-dose activation, most hits filed as activators; actives 0.3% (n = 370,000); AID 2676; further: potency means the concentration at half of the fitted maximal effect; on the % scale 0 is the no-effect control and ±100 the full control effect; nearly all actives have a fitted effect of over 60% in size; many of its hits are not listed in these tables
#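 cAMP rise read by TR-FRET after 30 min, 37C compound exposure (up to 58 uM) in RXFP1-transfected HEK293 cells with Ro 20174 present. EC50 from Hill-equation fits, with 29 nM porcine relaxin as 100% and buffer as basal.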
# TRHR ag = activates the human TRH receptor; AID 493084; P34981; TRHR cells, calcium flux fluo-8, FDSS agonist mode; activation, % at 2 µM; actives 0.18% (n = 360,000); in the data active means activation above about 30%; further: 0% is about no effect
#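 Steps: seed TRHR cells overnight; add fluo-8 no-wash Ca dye, RT 30 min–1.5 h; record 10 s baseline; pin-transfer compounds; monitor fluorescence 1 cycle/s for the agonist window. Calcium increases flag candidate agonists.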
# D2 PAM = positively modulates the human D2 dopamine receptor allosterically; HEK293 T-REx D2, calcium flux, EC20 dopamine potentiation; potentiation, % at 10 µM; actives 0.34% (n = 340,000); AID 485347;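 active means potentiation over 3 SD above the plate norm, cut at about 30% in these data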; further: 0% is about no effect
# Target sequence (P14416 whole entry, looked up): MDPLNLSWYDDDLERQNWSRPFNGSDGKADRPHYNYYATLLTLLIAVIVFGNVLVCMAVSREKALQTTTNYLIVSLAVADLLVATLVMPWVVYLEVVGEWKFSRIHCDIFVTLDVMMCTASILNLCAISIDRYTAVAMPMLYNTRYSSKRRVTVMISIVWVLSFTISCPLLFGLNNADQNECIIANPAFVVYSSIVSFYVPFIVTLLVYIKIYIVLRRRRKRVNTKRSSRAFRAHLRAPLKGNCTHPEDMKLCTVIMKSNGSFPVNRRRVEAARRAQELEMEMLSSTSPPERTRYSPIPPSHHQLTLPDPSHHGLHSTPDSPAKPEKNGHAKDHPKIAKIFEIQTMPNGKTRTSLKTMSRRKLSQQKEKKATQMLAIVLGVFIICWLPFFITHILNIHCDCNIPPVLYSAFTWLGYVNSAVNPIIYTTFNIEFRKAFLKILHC
#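 Tetracycline-induced HEK293 T-REx cells force-coupled to calcium signalling expressed D2; compounds were pin-added after a 10 s baseline, read kinetically 180 s, then an EC20 dopamine challenge followed with a further 180 s calcium read.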
# TRHR PAM = allosteric enhancers of human TRH receptor. P34981. TRHR cells, fluo-8 calcium fluorescence, EC20 TRH enhancement. enhancement, % at 2 µM. actives 0.66% (n = 360,000). AID 493056; in the data active means enhancement above about 30%; further: 0% is about no effect
#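 Enhancer read-out: after compound pinning and an initial kinetic agonist-mode read, an EC20 of TRH (10 nM final) was injected and fluo-8 calcium signal (Ex 480/Em 530) followed at 1 s/cycle for 100 cycles in TRHR-expressing cells.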
# Numbers without * were called inactive; ? = inconclusive; . = no result given; [ ] = another dose, or the depositor's remark. Unless noted, the call rests on the fitted dose curve; in most records, active means well fitted curve in the direction sought with a large enough effect; inconclusive means small, poorly fitted or top-dose-only effect, or another doubt; inactive means no such curve, though single readings can be large; an effect the other way counts as inactive or inconclusive. Not all compounds are listed; the hit share may differ from the screen's.
SMILES,D1 antagonist,RXFP1 antagonist,D1 PAM,D1 ag,Apoferritin bind,RXFP1 agonist,TRHR ag,D2 PAM,TRHR PAM
Cc1cc(NC(=O)c2cc(-c3ccccc3Cl)nc3ccccc23)no1,8.8,-1.6,-2.2,0.3,-0.6%,0.6%,-0.3,32.0*,0.9
CCn1c2ccccc2c2cc(/C=N/n3cnnc3)ccc21,10.2,-23.9,-5.0,1.6,178.4%[activator],5.4%,-0.2,.,-7.9
Cc1ccc(NC(=O)c2cc3c(=O)[nH]c4ccccc4c3n2C)cc1F,0.0,.,6.5,1.3,-1.7%,?,0.6,-1.5,3.2
COc1cc([C@H]2[C@@H]3CCCC[C@]3(O)CCN2CC(=O)Nc2ccc(C)cc2C)ccc1O,11.2,-14.7,-0.1,0.5,-22.9%,1.9%,0.1,-5.3,2.4
CCOC(=O)CC1=C(C(=O)OCC)C(c2ccc(OC)c(OC)c2)C(C#N)=C(N)O1 (stereo not drawn),5.6,-8.2,10.2,7.3,-4.0%,-0.1%,0.1,12.1,-0.5
CCCCN(CC)CCCNC(=S)Nc1ccc2nc(N3CCN(C)CC3)cc(C)c2c1,-1.4,-10.0,-1.9,2.5,-0.4%,-1.1%,-1.5,-28.6,8.3
CCOC(=O)N1CCN(C(=S)NC(C)(C)C)CC1,5.2,-0.3,-1.3,1.0,4.0%,-0.2%,0.1,-10.6,-4.0
O=S(=O)(c1ccccc1)N1CCN(c2ncnc3scc(-c4ccccc4)c23)CC1,2.2,-14.9,0.9,1.1,-1.9%,1.4%,0.8,7.1,4.3
Brc1ccc(-c2csc(N/N=C/c3ccco3)n2)cc1,5.8,?,0.1,-0.5,7.0%,0.5%,-1.0,3.2,-2.2
Cc1nn(-c2ccccc2)c(C)c1NC(=O)COC(=O)/C=C/c1ccccc1,10.2,-3.5,-3.1,5.5,.,-0.1%,-0.3,-3.7,16.6
O=C(Oc1cc2oc(=O)c3c(c2cc1Cl)CCCC3)c1ccco1,17.0,7.3,-3.2,0.0,84.5%[activator],6.0%,0.3,-3.7,-1.1
Cc1cccc(OCc2nnc(SCC(=O)Nc3cccc(C(=O)N4CCOCC4)c3)o2)c1C,3.7,0.8,-6.6,8.0,-23.8%,1.3%,0.3,1.9,-4.7
O=C(NCc1ccc2c(c1)OCO2)c1ccc(Br)o1,-5.6,-3.3,3.5,2.9,-8.6%,0.5%,0.1,11.8,4.0
CCC(=O)N1CCc2cc(S(=O)(=O)NC(Cc3ccccc3)C(=O)Nc3cccc(OC)c3)ccc21 (stereo not drawn),7.2,-8.3,-0.6,0.0,-1.2%,-0.3%,-0.8,-3.3,-5.0
COc1ccc(CC2C(=O)OC(C)(C)OC2=O)c(Cl)c1OC,5.7,-0.2,11.2,3.4,2.7%,0.8%,0.9,-10.8,-1.3

# The final 2 entries of the section above open the next one.
SMILES,D1 antagonist,RXFP1 antagonist,D1 PAM,D1 ag,Apoferritin bind,RXFP1 agonist,TRHR ag,D2 PAM,TRHR PAM
CCC(=O)N1CCc2cc(S(=O)(=O)NC(Cc3ccccc3)C(=O)Nc3cccc(OC)c3)ccc21 (stereo not drawn),7.2,-8.3,-0.6,0.0,-1.2%,-0.3%,-0.8,-3.3,-5.0
COc1ccc(CC2C(=O)OC(C)(C)OC2=O)c(Cl)c1OC,5.7,-0.2,11.2,3.4,2.7%,0.8%,0.9,-10.8,-1.3
CCC(=O)OCC(=O)Nc1cc(C)c(C)cc1[N+](=O)[O-],-1.4,0.3,-2.0,0.0,-10.0%,1.4%,-0.3,-3.9,-0.9
COc1cccc(C(=O)OCn2nnc3ccccc3c2=O)c1,-7.2,4.1,-8.8,6.0,-2.0%,1.1%,-1.8,.,-2.8
COc1ccc(OC(=O)Nc2ccc([N+](=O)[O-])cc2OC)cc1,-1.1,11.8,-0.1,1.2,-6.4%,-1.2%,1.0,-7.3,-5.0
COc1ccccc1NCC(=O)NNCC(=O)Nc1ccc(F)c(Cl)c1,3.8,-14.5,-1.4,5.9,?,-0.6%,-3.0,-7.8,-0.5
CC1CCCN(C(=O)CN2C(=O)NC3(CCCCC3C)C2=O)C1 (stereo not drawn),16.8,5.1,-8.8,2.3,.,-0.6%,-0.2,-3.9,-4.3
Fc1ccccc1NC(=S)Nc1cccnc1,-1.8,-4.5,8.3,2.2,-3.5%,2.7%,0.9,-5.3,-1.4
CCN(CC)CCN(C)C(=O)CCc1nnc(-c2ccc(C)s2)o1,6.5,1.3,-2.0,3.9,-5.7%,1.2%,-1.0,0.7,16.2
COc1ccc(/C=N/NC(=O)c2ccc(Br)cc2)cc1CN1CCOCC1,-8.3,-7.4,3.9,1.7,-10.1%,0.4%,0.2,-10.5,-1.1
COc1c(Cl)cc(C(=O)Nc2ccccc2C(=O)O)cc1Cl,-36.9*,?,6.1,3.3,-9.1%,-0.5%,-0.4,15.8,1.7
O=C(N[C@@H](Cc1c[nH]c2ccccc12)C(=O)O)C1CCN(S(=O)(=O)c2cccs2)CC1,-13.5,-3.2,-2.8,1.6,9.3%,-1.6%,0.2,3.9,-2.0
CC(=O)C1=C(O)C(=O)N(CCCCCC(=O)O)C1c1ccc(N(C)C)cc1 (stereo not drawn),6.7,-5.7,5.3,2.1,-6.9%,1.5%,5.3,-0.9,2.6
COc1ccccc1CN1CC(C(=O)NC2(c3ccccc3)CC2)CCC1=O (stereo not drawn),13.6,-6.4,5.5,2.8,-8.7%,-1.1%,-0.7,5.9,-0.1
Cc1ccccc1C(=O)N1CCC(C(=O)N(C)CCOc2ccccc2)CC1,-5.0,4.3,-3.9,3.6,-0.7%,0.0%,0.2,4.8,-2.8
CC(C)CN(C(=O)c1ccc(S(=O)(=O)N2CCCCC2)cc1)C1CCS(=O)(=O)C1 (stereo not drawn),-1.8,-1.1,-2.0,2.8,.,1.7%,-0.9,5.4,-9.9
Cc1ccc(NC(=O)CN(C)C(=O)c2cccc(S(=O)(=O)NCc3ccco3)c2)cc1,-11.9,-7.4,-3.5,1.1,.,2.5%,-0.5,.,-6.3
CC(C)CC(=O)Nc1cccc(NC(=O)c2ccccc2Cl)c1,-0.4,15.2,-3.4,0.9,-16.0%,3.1%,0.2,-0.8,0.8
O=C(COC(=O)c1ccc(S(=O)(=O)NCc2ccco2)cc1)NCCC1=CCCCC1,-12.8,-4.1,0.3,2.7,-11.9%,0.0%,-0.7,-4.5,-9.7
CN(c1ccc(Br)cc1)S(=O)(=O)c1ccc2[nH]cc(C(=O)NCCN3CCOCC3)c(=O)c2c1,19.4,22.4,-3.7,3.3,-11.7%,0.3%,0.2,-6.6,-3.7
CCOC(=O)c1c(C(C#N)C#N)cc(C)nc1C,-3.6,1.0,-5.2,1.1,-8.9%,0.4%,0.6,-7.8,13.1
CCOC(=O)Cn1c(=O)oc2cc(S(=O)(=O)Nc3cc(Cl)ccc3OC)ccc21,-23.5,.,.,24.0,-8.0%,-0.5%,1.6,20.3,-6.8
S=C(NCc1ccco1)Nc1cccc(Cl)c1Cl,-19.9,0.4,-1.6,4.3,6.5%,0.9%,-0.1,3.8,-2.4
CC(C)(C)OC(=O)N1CCC(NC(=O)c2[nH]cnc2C(=O)Nc2ccon2)CC1,.,.,-0.9,-2.3,.,-0.6%,0.2,14.5,4.1
O=C(Nc1ccc(Br)cc1Cl)N1CCOCC1,-26.1,1.3,3.2,0.2,-16.5%,2.0%,-0.3,6.3,4.3
CC(C)(C)OC(=O)N1CCC(c2c(C(=O)N3CCN(Cc4ccccc4)CC3)cnn2-c2cccc(Cl)c2)CC1,3.7,-1.9,-3.1,-0.1,-3.5%,-2.6%,2.4,-1.4,-13.4
Cc1nc2nncn2c(Nc2ccc(F)cc2)c1C,-0.6,.,-2.6,3.5,-5.0%,4.9%,0.8,5.7,2.4
CCOc1ccc(CCNC(=O)c2nnn(CC(=O)Nc3ccccc3C)c2N)cc1OCC,-5.0,-4.1,0.6,1.9,-11.9%,1.0%,0.1,2.5,1.3
Cc1ccc(NC(=S)N2CCC(O)CC2)c(C)c1,5.3,7.0,-1.3,1.1,-8.1%,1.3%,0.9,10.5,-2.8
O=C(OCc1cc(=O)n2nc(C3CC3)sc2n1)c1cccc(NC(=O)c2ccccc2Cl)c1,1.2,-14.6,-0.7,6.0,-2.3%,-0.3%,-1.4,2.4,-0.8
CCC(=O)N1CCc2cc(Br)cc(S(=O)(=O)CCC(=O)Nc3cccc(Cl)c3)c21,-0.9,-8.8,2.0,0.8,-8.9%,2.9%,-0.2,-1.8,-0.5
CCNC(=O)CSc1nnc(C2CC2)n1-c1ccccc1,-11.0,3.1,3.1,0.6,-7.5%,-0.6%,0.5,-0.3,-8.1
Cc1ccc(C)c(S(=O)(=O)Nc2ccc(C(=O)NCC(c3ccco3)N3CCCCC3)cc2)c1 (stereo not drawn),-13.2,-12.9,-5.2,3.6,-4.4%,2.9%,0.5,-13.7,1.6
CNC(=O)Nc1cccc(NC(=O)NC)n1,-23.0,-2.6,-0.7,0.3,-6.4%,-0.2%,-0.2,6.4,-0.4
O=C(COC(=O)c1ccc2[nH]c3c(c2c1)CCCC3)Nc1ccccc1Cl,-5.1,8.5,5.3,1.5,-2.6%,11.7%,2.0,6.9,0.1
CCc1cccc(C)c1NC(=O)C1CCN(S(=O)(=O)c2cccc3nonc23)CC1,-14.7,.,0.5,-0.4,5.0%,-3.2%,-2.5,-11.4,-1.2
CC(C)Cn1c(=S)[nH]c2cc(C(=O)NCc3ccccc3F)ccc2c1=O,-33.1*,-15.2,-5.8,13.6,.,10.0%,-0.1,0.7,-0.6
COc1ccccc1C(=O)Nc1ccnn1C1CCN(C(=O)C(C)(C)C)CC1,8.4,-4.1,4.6,-0.7,-7.2%,0.0%,0.0,2.8,4.8
CCOc1ccc(CN(C)CC(=O)Nc2ccc([N+](=O)[O-])cc2Cl)cc1,-9.2,-2.6,-6.2,5.2,-1.5%,-0.8%,1.6,-12.6,-1.7
Cc1noc(C)c1COc1cccc(C(=O)Oc2ccc3c(c2)OCO3)c1,-13.8,21.8,-4.5,14.8,-11.3%,0.0%,1.3,-8.1,-3.4
Nc1ccc2nc(-c3ccc(O)cc3)sc2c1,5.7,-5.0,-0.7,0.3,44.6%[activator],28.1%,-1.9,-21.7,3.6
Cc1ccc(CNC(=O)c2ccc(Cn3c(=O)c4ccccc4n(CC(=O)Nc4ccc(C)cc4C)c3=O)cc2)cc1,-7.1,.,-3.4,2.7,-14.0%,5.5%,1.4,1.6,-0.6

# Source: PubChem (National Center for Advancing Translational Sciences (NCATS))
